Source: PubChem BioAssay
GLP-1R agonist – GLP-1 receptor (human) agonism; P43220; HEK293 GLP-1R CRE-luciferase, luminescence, 4-6 h; cells express a hypersensitive GLP-1R form; Potency, µM (series often up to 45.6 µM), without a hit: at the top dose activation, most hits filed as activators; 380,000 compounds, 0.007% hits; further: % of control where 0% means no effect
Target sequence (P43220 whole entry, looked up): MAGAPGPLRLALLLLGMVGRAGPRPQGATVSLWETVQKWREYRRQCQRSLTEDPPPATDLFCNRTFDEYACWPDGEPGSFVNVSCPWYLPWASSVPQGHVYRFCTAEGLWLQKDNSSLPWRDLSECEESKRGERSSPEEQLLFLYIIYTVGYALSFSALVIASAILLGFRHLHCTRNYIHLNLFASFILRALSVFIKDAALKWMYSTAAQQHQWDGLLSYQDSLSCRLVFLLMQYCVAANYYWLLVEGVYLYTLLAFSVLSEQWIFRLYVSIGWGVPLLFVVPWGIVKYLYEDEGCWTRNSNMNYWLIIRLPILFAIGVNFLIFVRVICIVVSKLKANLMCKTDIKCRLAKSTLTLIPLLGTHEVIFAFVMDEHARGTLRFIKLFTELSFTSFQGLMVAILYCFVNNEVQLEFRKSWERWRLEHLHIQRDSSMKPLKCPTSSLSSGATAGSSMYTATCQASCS
KB-3-1 tox – kills parental KB-3-1 adenocarcinoma cells | KB-3-1 viability, CellTiter-Glo ATP luminescence, 72 h | 400,000 compounds, 1.4% hits | Potency, µM (titrated, usually from 46.1 µM), without a hit: at the top dose activity change, negative = cytotoxic, most hits filed as cytotoxic | AID 1347075; further: on the % scale 0 is the no-effect control and ±100 the full control effect; nearly all actives have a fitted effect of over 60% in size
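Cells are dispensed, compounds pinned in, plates held at 37 °C for 72 h, then CellTiter-Glo is added and luminescence read after 10 minutes. Cell line: parental KB-3-1 in phenol-red-free DMEM, 10% FBS.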
HT1080NT lethal – kills 2HG-producing HT-1080-NT fibrosarcoma cells; Potency, µM (series often up to 46.1 µM), for the others: at the highest dose activity, negative = less viability, usual class: cytotoxic; 360,000 compounds, 1.6% hits; HT-1080-NT fibrosarcoma viability, CellTiter-Glo ATP luminescence, 48 h;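 further: NT is the 2HG producing partner of a matched IDH1 knockdown line; 0% = DMSO-treated cells and -100% = media-only wells without cells; nearly all actives have a fitted effect of over 55% in size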
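A 48-hour cytotoxicity screen used HT-1080-NT cells plated 2 hours before compound delivery. ATP-based CellTiter-Glo luminescence measured viability, normalized to DMSO and no-cell controls.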
TDP43 rescue – TDP-43 toxicity inhibition in yeast. TDP-43 expressing yeast growth rescue, BacTiter-Glo, 24 h. Potency, µM (titrated, usually from 46.1 µM), for the others: at the highest dose growth rescue (activation), hits mostly activators. 410,000 compounds, 1.8% hits. AID 652104; further: % of control where 0% means no effect; nearly all actives have a fitted effect of over 50% in size
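Yeast expressing TDP-43 (pregrown in raffinose, seeded at OD600=0.02 in galactose medium) exposed to compounds 24 hr at 30 deg C. Growth read by BacTiter-Glo luminescence; rescue of toxicity appears as increased signal.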
GLP-1R inv ag – acts as inverse agonist at human GLP-1 receptor; Potency, µM (doses to about 38.3 µM), inactives show at the top dose activity change, negative = inhibition, hits mostly inhibitors; HEK293 GLP-1R CRE-luciferase, luminescence, 24 h; GLP-1R form is constitutively active; 410,000 compounds, 1.6% hits; further: on the % scale 0 is the no-effect control and ±100 the full control effect; nearly all actives have a fitted effect of over 55% in size
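Cells are plated, allowed 12 hours at 37 deg C, then treated with compounds for 24 hr before luciferase detection reagent is added and luminescence is read after 12 min at room temperature. The HEK293 line carries constitutively active GLP-1R with a cAMP-responsive reporter.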
SW480 rerep – induces DNA re-replication in SW480 colon adenocarcinoma cells; SW480 DNA re-replication, Hoechst DNA content imaging, 48 h; Potency, µM (top dose mostly 46.1 µM), without a hit: at the top dose re-replication activation, actives largely listed as activators; 340,000 compounds, 1.8% hits; further: % of control where 0% means no effect; nearly all actives have a fitted effect of over 55% in size
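Hoechst fluorescence of nuclei (405 nm excitation, 500-530 nm emission) measured by plate-scanning imager after 48 hr compound exposure at 37 C; re-replication scored as increased number of nuclei with elevated intensity.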
HEK293 tox – cytotoxicity in counter-screen for GLP-1R inverse agonists; 410,000 compounds, 0.13% hits; AID 624418; Potency, µM (top dose mostly 38.3 µM), for inactives: top-dose activity change, negative = inhibition, most hits filed as inhibitors; HEK293 cAMP-luciferase reporter cells, luminescence, 24 h;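 further: loss of luciferase light is scored as toxicity; on the % scale 0 is the no-effect control and ±100 the full control effect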
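MLSMR compounds, 24 hr on cells at 37 deg C/5% CO2; luminescence after luciferase reagent (12 min RT). Inhibition counted as the undesired cytotoxic outcome.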
HT1080 IDH1KD tx – kills HT-1080 cells with IDH1 knockdown | HT-1080 IDH1 knockdown viability, ATP luminescence, 48 h | Potency, µM (titrated, usually from 46.1 µM), without a hit: top-dose activity, negative = toxicity, usual class: cytotoxic | 360,000 compounds, 2% hits | AID 686971;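 further: 0% = DMSO wells and -100% = cell-free medium wells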
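Using the IDH1-knockdown HT-1080 line run in the same batch and compound series as the NT line, viability after 48 h at 37 °C was determined by CellTiter-Glo luminescence and expressed as % activity.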
KB-V1 MDR tox – kills drug-selected multidrug resistant KB-V1 cells; KB-V1 MDR cells viability, CellTiter-Glo, 72 h; Potency, µM (highest dose often 46.1 µM), inactives show at the highest dose activity change, negative = cytotoxicity, usual class: cytotoxic; 400,000 compounds, 3.4% hits; further: on the % scale 0 is the no-effect control and ±100 the full control effect; nearly all actives have a fitted effect of over 60% in size
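Following 72 h at 37 degrees C with compound, KB-V1 cell viability was read by CellTiter-Glo luminescence, medium being phenol-red-free DMEM plus 10% FBS; concentration-response parameters came from normalized, curve-fitted qHTS data.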
* hit, by the source's call; [ ] = remark or other dose. The call rests on the fitted dose curve; in most records, active means well fitted curve in the direction sought with a large enough effect; inconclusive means small, poorly fitted or top-dose-only effect, or another doubt; inactive means no such curve, though single readings can be large; an effect the other way counts as inactive or inconclusive. Potency means the concentration at half of the fitted maximal effect.

The opening 2 records (preview)
Results for CCc1ccc(-n2c(=O)c3sc4ccccc4c3n(CC(=O)N3CCCC3)c2=O)cc1 ?
GLP-1R agonist: -3%; KB-3-1 tox: 19%; TDP43 rescue: 21%; GLP-1R inv ag: 4%; HEK293 tox: -2%; KB-V1 MDR tox: 24%

Results for CCC(C(=O)Nc1ccncc1)c1ccccc1 (stereo not given) ?
GLP-1R agonist: 0%; KB-3-1 tox: -7%; HT1080NT lethal: 5%; TDP43 rescue: 24%; GLP-1R inv ag: -26%; SW480 rerep: -3%; HEK293 tox: -12%; HT1080 IDH1KD tx: 4%; KB-V1 MDR tox: -5%

Main list, previewed entries included:
Results for CCc1ccc(-n2c(=O)c3sc4ccccc4c3n(CC(=O)N3CCCC3)c2=O)cc1 ?
GLP-1R agonist: -3%; KB-3-1 tox: 19%; TDP43 rescue: 21%; GLP-1R inv ag: 4%; HEK293 tox: -2%; KB-V1 MDR tox: 24%

Results for CCC(C(=O)Nc1ccncc1)c1ccccc1 (stereo not given) ?
GLP-1R agonist: 0%; KB-3-1 tox: -7%; HT1080NT lethal: 5%; TDP43 rescue: 24%; GLP-1R inv ag: -26%; SW480 rerep: -3%; HEK293 tox: -12%; HT1080 IDH1KD tx: 4%; KB-V1 MDR tox: -5%

Results for COc1ccc(-c2cc(C(=O)NCCCN3CCCC3=O)c3ccccc3n2)cc1OC ?
GLP-1R agonist: 12%; KB-3-1 tox: -10%; HT1080NT lethal: -5%; TDP43 rescue: 0%; GLP-1R inv ag: 3%; SW480 rerep: -27%; HEK293 tox: 6%; HT1080 IDH1KD tx: -4%; KB-V1 MDR tox: -22%

What do the screens show for `CCOC(=O)c1cc(-c2ccccc2)sc1NC(=O)C(C)OC(=O)c1cccnc1Cl` (stereo not given)?
GLP-1R agonist: 17%; KB-3-1 tox: -1%; HT1080NT lethal: 20%; TDP43 rescue: -1%; GLP-1R inv ag: 15%; SW480 rerep: 0%; HEK293 tox: -10%; HT1080 IDH1KD tx: 24%; KB-V1 MDR tox: 0%

How did CCOc1cc(NCc2ccccc2)c2ncn(C(C)C)c2c1 do in these assays?
GLP-1R agonist: 14%; KB-3-1 tox: -2%; HT1080NT lethal: -26%; TDP43 rescue: -12%; GLP-1R inv ag: inconclusive; SW480 rerep: inconclusive; HEK293 tox: -43%; HT1080 IDH1KD tx: -19%; KB-V1 MDR tox: 0%

What do the screens show for `CN1CCN(C(=O)c2ccc(-c3cc4nc(NCc5cccnc5)n(C)c(=O)c4s3)cc2)CC1`?
GLP-1R agonist: 8%; KB-3-1 tox: inconclusive; HT1080NT lethal: -6%; TDP43 rescue: 6%; GLP-1R inv ag: 49%[activator]; HEK293 tox: 9%; HT1080 IDH1KD tx: 0%; KB-V1 MDR tox: -13%

What do the screens show for `CC(C)Sc1nc2c(c(=O)n(C)c(=O)n2C)n1C`?
GLP-1R agonist: 1%; KB-3-1 tox: -11%; HT1080NT lethal: 1%; TDP43 rescue: -10%; GLP-1R inv ag: 33%[activator]; SW480 rerep: 3%; HEK293 tox: -2%; HT1080 IDH1KD tx: 4%; KB-V1 MDR tox: -9%

What do the screens show for `O=C(COC(=O)c1ccc([N+](=O)[O-])o1)Nc1cccc(S(=O)(=O)N2CCOCC2)c1`?
GLP-1R agonist: 0%; KB-3-1 tox: 0%; HT1080NT lethal: 11%; TDP43 rescue: 14%; GLP-1R inv ag: 14%; SW480 rerep: -1%; HEK293 tox: 17%; HT1080 IDH1KD tx: 4%; KB-V1 MDR tox: 12%

How did CCCCOc1ccc(CC2CCC(=O)NC2=O)cc1 (stereo not given) do in these assays?
GLP-1R agonist: -1%; KB-3-1 tox: -6%; HT1080NT lethal: 7%; TDP43 rescue: 8%; GLP-1R inv ag: 6%; SW480 rerep: 1%; HEK293 tox: -8%; HT1080 IDH1KD tx: 5%; KB-V1 MDR tox: -2%

What do the screens show for `Cc1cc(C)c(S(=O)(=O)c2c(C)cccc2C)c(Cl)n1`?
GLP-1R agonist: 6%; KB-3-1 tox: -7%; HT1080NT lethal: -3%; TDP43 rescue: -6%; GLP-1R inv ag: -18%; SW480 rerep: inconclusive; HEK293 tox: 4%; HT1080 IDH1KD tx: -16%; KB-V1 MDR tox: -18%

How did CC(C)c1ccc(C2C3=C(COC3=O)Nc3cc4c(cc32)OCO4)cc1 (stereo not given) do in these assays?
GLP-1R agonist: 20%; KB-3-1 tox: 0.73µM*; HT1080NT lethal: 1.5µM*; TDP43 rescue: 7%; GLP-1R inv ag: -13%[0.307 µM]; SW480 rerep: inconclusive; HEK293 tox: 6%[0.307 µM]; HT1080 IDH1KD tx: 1.6µM*; KB-V1 MDR tox: 1.2µM*

Results for O=C(COc1ccc(/C=N/NS(=O)(=O)c2ccccc2)cc1)Nc1ccccc1 ?
GLP-1R agonist: 7%; KB-3-1 tox: 9%; HT1080NT lethal: -3%; TDP43 rescue: -12%; GLP-1R inv ag: 0%; SW480 rerep: -4%; HEK293 tox: 5%; HT1080 IDH1KD tx: -1%; KB-V1 MDR tox: inconclusive

Results for COc1cccc(OCc2cc(C(=O)NCc3ccccn3)no2)c1 ?
GLP-1R agonist: 0%; KB-3-1 tox: 19%; HT1080NT lethal: 12%; TDP43 rescue: inconclusive; GLP-1R inv ag: 16%; SW480 rerep: -8%; HEK293 tox: 1%; HT1080 IDH1KD tx: 18%; KB-V1 MDR tox: inconclusive

What do the screens show for `Cc1onc(-c2ccccc2Cl)c1C(=O)O/N=C(\N)c1ccc([N+](=O)[O-])o1`?
GLP-1R agonist: 17%; KB-3-1 tox: inconclusive; HT1080NT lethal: inconclusive; TDP43 rescue: 8%; GLP-1R inv ag: -27%; SW480 rerep: 17%; HEK293 tox: -10%; HT1080 IDH1KD tx: -15%; KB-V1 MDR tox: inconclusive

What do the screens show for `COCCn1c(=O)sc2ccccc2c1=O`?
GLP-1R agonist: 2%; KB-3-1 tox: 2%; HT1080NT lethal: inconclusive; TDP43 rescue: inconclusive; GLP-1R inv ag: 11%; SW480 rerep: -69%; HEK293 tox: -1%; HT1080 IDH1KD tx: 12%; KB-V1 MDR tox: 5%

Results for Cc1nnc(C)n1/N=C/c1cc(Br)ccc1O ?
GLP-1R agonist: -1%; KB-3-1 tox: -6%; HT1080NT lethal: 4%; TDP43 rescue: -15%; GLP-1R inv ag: -1%; SW480 rerep: -4%; HEK293 tox: -12%; HT1080 IDH1KD tx: 4%; KB-V1 MDR tox: -2%

How did COc1ccc(C2NC(=O)CS2)cc1 (stereo not given) do in these assays?
GLP-1R agonist: -1%; KB-3-1 tox: -3%; HT1080NT lethal: -2%; TDP43 rescue: -32%; GLP-1R inv ag: 2%; SW480 rerep: -2%; HEK293 tox: -15%; HT1080 IDH1KD tx: -2%; KB-V1 MDR tox: 3%

How did CC(NC1CCCCC1)C(=O)NN=C(c1ccccc1)c1ccccc1 (stereo not given) do in these assays?
GLP-1R agonist: 9%; KB-3-1 tox: -18%; HT1080NT lethal: -20%; TDP43 rescue: -12%; GLP-1R inv ag: inconclusive; SW480 rerep: 2%; HEK293 tox: 0%; HT1080 IDH1KD tx: -7%; KB-V1 MDR tox: inconclusive

What do the screens show for `Cc1cc(NC(=O)c2cccc(Br)c2)no1`?
GLP-1R agonist: 12%; KB-3-1 tox: 5%; HT1080NT lethal: 14%; TDP43 rescue: -10%; GLP-1R inv ag: 23%; SW480 rerep: 12%; HEK293 tox: 14%; HT1080 IDH1KD tx: -1%; KB-V1 MDR tox: -13%

Results for Cc1ccc(S(=O)(=O)/C(C#N)=C/c2ccccc2OCc2ccccc2)cc1 ?
GLP-1R agonist: 9%; KB-3-1 tox: inconclusive; HT1080NT lethal: -22%; TDP43 rescue: 2%; GLP-1R inv ag: -14%; SW480 rerep: inconclusive; HEK293 tox: 3%; HT1080 IDH1KD tx: -14%; KB-V1 MDR tox: -13%

What do the screens show for `C=CCOC(=O)C1=C(C)N(C)C(=O)NC1c1cc2c(cc1Br)OCO2` (stereo not given)?
GLP-1R agonist: 10%; KB-3-1 tox: 7%; HT1080NT lethal: -3%; TDP43 rescue: 1%; GLP-1R inv ag: inconclusive; SW480 rerep: -3%; HEK293 tox: -22%; HT1080 IDH1KD tx: -1%; KB-V1 MDR tox: -6%

Results for Cc1ccc(N2C(=O)CN(Cc3cccs3)C2=S)cc1C ?
GLP-1R agonist: -3%; KB-3-1 tox: -16%; HT1080NT lethal: 8%; TDP43 rescue: 12%; GLP-1R inv ag: inconclusive; SW480 rerep: 6%; HEK293 tox: -1%[7.66 µM]; HT1080 IDH1KD tx: 7%; KB-V1 MDR tox: -27%

Results for O=C(CN(Cc1ccc(F)cc1)C(=O)CNS(=O)(=O)c1ccc(Cl)cc1)NCC1CCCO1 (stereo not given) ?
GLP-1R agonist: 10%; KB-3-1 tox: -2%; HT1080NT lethal: 0%; TDP43 rescue: 4%; GLP-1R inv ag: -9%; SW480 rerep: 2%; HEK293 tox: 12%; HT1080 IDH1KD tx: 5%; KB-V1 MDR tox: 4%

How did CCCc1cc(=O)oc2c(C)c(OC(C)C(=O)NCCN3CCOCC3)ccc12 (stereo not given) do in these assays?
GLP-1R agonist: 15%; KB-3-1 tox: 2%; HT1080NT lethal: 5%; TDP43 rescue: -18%; GLP-1R inv ag: 15%; SW480 rerep: -11%; HEK293 tox: -6%; HT1080 IDH1KD tx: 4%; KB-V1 MDR tox: -8%

What do the screens show for `CCc1nc2ccc(C(=O)NCCC(C)C)cn2c1N(C)Cc1ccc(OC)cc1`?
GLP-1R agonist: -8%; KB-3-1 tox: 0%; HT1080NT lethal: inconclusive; TDP43 rescue: 0%; GLP-1R inv ag: inconclusive; HEK293 tox: -10%; HT1080 IDH1KD tx: inconclusive; KB-V1 MDR tox: 2%
